SSB-PriA inh: inhibitors of Klebsiella pneumoniae PriA binding to SSB C-terminal tail, primary screen, biochemical, AlphaScreen; PriA–SSB C-terminal tail interaction (Klebsiella pneumoniae); AlphaScreen SSBct-PriA binding, biotinylated peptide; inhibition, % at 33 µM; actives 0.6% (n = 430,000); AID 1272365, 2023; in the data active = inhibition mostly above about 37%, no sharp cut-off; inactive = mostly below about 20%;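 also: plate controls were negative control peptide for no effect and reference peptide for full effect; strong numbers were not always called active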
* marks the source's active call; other numbers are inactive results; & = joins results of further samples. Only part of the results is shown. The share of hits here may be higher or lower than overall.

SMILES | SSB-PriA inh
O=C(CSc1nnc(NC(=O)C2CC2)s1)Nc1nccs1 | -24.0
O=C1CC(CN2CCOCC2)CN1 (stereo not given) | 5.0
COc1ccccc1-c1nc(CSc2nc(C)c(Cc3ccccc3)c(=O)[nH]2)c(C)o1 | -15.0
CCOC(=O)Nc1nc2c(s1)C(=O)NCCC2 | -17.0
Nc1ccc(-c2csc(Nc3ccccc3Cl)n2)cc1 | -9.0
COc1cc(Cl)c(C)cc1NC(=O)CSc1ncnc2nc(N(C)Cc3ccccc3)sc12 | -14.0
COc1ccc(NC(=O)NCC(c2ccc3c(c2)CCN3C)N2CCCCC2)cc1OC (stereo not given) | 27.0
CC(=O)SCC(=O)Nc1nc2c(F)cccc2s1 | 0.0
COC(=O)c1sccc1NC(=O)Cn1ncn2nc3c(c2c1=O)CCCC3 | 2.0
O=C(Cn1nnc2ccccc21)N1CCN(c2cc(-n3cncn3)ncn2)CC1 | 0.0
CCc1cccc(-n2ccn(CC(=O)Nc3ccccc3C(F)(F)F)c(=O)c2=O)c1 | -7.0
Cc1nc(N2CCN(C(=O)C(C)Oc3ccccc3)CC2)cc(-n2cccc2)n1 (stereo not given) | -1.0
COC(=O)N1CCc2ccc(NC(=O)C(C)(C)C)cc2C1 | -4.0
Cc1nnc(-c2ccc(OCC(=O)Nc3ccc(F)cc3F)cc2)o1 | -18.0
Nc1ccc(/C=C/c2ccccc2)cc1 | 40.0*
S=C(NN=Cc1ccc(Br)cc1)N1CCCCC1 | 11.4
C(=NNc1nc(N2CCCC2)nc(N2CCCC2)n1)c1ccccc1OCc1ccccc1 | 0.7
COc1ccc(NC(=O)CCCSc2ccc(F)cc2)cc1 | -17.0
CC(C)C(=O)N(c1ccccc1)[C@@H]1C=CS(=O)(=O)C1 | -29.0
CSc1nnc(CSc2ncccn2)n1CCc1ccccc1 | 7.0
O=C(Cn1cnc2ccccc21)NCC#CCOc1cccc(C(F)(F)F)c1 | 1.0
Cc1csc(=NN=Cc2ccccc2)n1Cc1ccco1 | 53.1
CCN(CC)c1ccc(C2CC(c3ccc(Br)cc3)=NN2C(=O)c2ccccc2Cl)cc1 (stereo not given) | 0.0
CCOC(=O)Nc1ccc2c(c1)N(C(=O)CCN1CCOCC1)c1ccccc1[S@]2=O | -1.2
CS(=O)(=O)N1CCC(C(=O)N2CCCCC2c2cc(C(N)=O)n[nH]2)CC1 (stereo not given) | -12.0
Fc1ccc(Cn2nnc3c(SCc4ccccc4F)ncnc32)cc1 | -10.0
COc1ccc(S(=O)(=O)Nc2ccc3c(c2)CN(C(=O)c2ccccc2)CC3)c(C)c1 | -12.0
O=C(c1c(F)cccc1F)N1CCC(Cn2ccnc2-c2ccccc2)CC1 | 6.0
COc1ccc2c(c1)CCC[C@@]2(O)CNS(=O)(=O)Cc1ccc(C(F)(F)F)cc1 | -10.0
Cc1csc(C(=O)N2CCN(CCn3ccnc3-c3ccccc3)CC2)c1 | -14.0
O=C(OCc1cc(-c2ccc(F)cc2F)on1)c1ccco1 | -12.0
O=C(O)c1ccccc1C(=O)N1CCCC1 | -1.0
O=S(=O)(Nc1ccc(-c2cnc3n2CCC3)cc1)c1cccs1 | -5.0
O=C(Nc1ccc(OC(F)(F)F)cc1)c1cnc2sccn2c1=O | -6.0
CCOc1ccc(-c2cc3c(=O)n(CC(=O)NCc4cccc(OC)c4)ncn3n2)cc1 | 0.0
Cc1cccc(NC(=O)C(=O)NCC[C@H](O)c2ccccc2)c1C | -9.0
Cc1cc(C)c(C)c(S(=O)(=O)N2CCC(S(=O)(=O)c3ccc(Cl)cc3)C2)c1C (stereo not given) | 16.0
Cn1nc(-c2ccccc2NS(=O)(=O)c2ccccc2)ccc1=O | -15.0
CS(=O)(=O)c1ccc(Nc2nc(CC(=O)NCc3ccccn3)cs2)cc1 | -5.0
Cn1nc(CNC(=O)Nc2c(F)cccc2F)c2c1CCOC2 | 1.0
O=C(NCC1CCN(Cc2ccccc2)CC1)C(=O)Nc1cccc(C(F)(F)F)c1 | -13.0
COc1ccc2c(=O)c(Oc3ccc(C(=O)Nc4cc(C)ccc4OC)cc3)coc2c1 | 13.0
O=C(NCCN1CCN(c2ccccc2F)CC1)c1ccc(Br)o1 | -18.0
CC(C)NC(=O)N1CCC(CSc2nccn2C)CC1 | -26.0
CC(C)=CCCC(C)(OC1OC(COC2OCC(O)C(O)C2O)C(O)C(O)C1O)C1CC[C@]2(C)C1C(O)CC1[C@@]3(C)CCC(O[C@@H]4O[C@H](CO)C(O)C(O)C4O[C@@H]4OC(CO)C(O)C(O)C4O)C(C)(C)C3CC[C@]12C (stereo not given in full) | 1.2
Cc1ccccc1C(=O)NN=Cc1ccc(OCC(=O)N2CCCCC2)cc1 | -9.8
NS(=O)(=O)c1ccc(NC(=O)C2CCN(c3ccc(-c4ccccc4)nn3)CC2)cc1 | -15.0
O=C(NCCOc1ccc2nnc(-c3ccc(F)cc3)n2n1)c1ccc(F)c(F)c1 | -20.0
COc1ccc(S(=O)(=O)N2CCC(c3cccs3)CC2)c(C)c1 | -11.0
COc1ccc(N(C[C@H](O)Cn2c3ccc(Br)cc3c3cc(Br)ccc32)S(=O)(=O)c2ccc(Cl)cc2)cc1 | -19.0
COC(=O)Oc1ccc(C=NNC(=O)CSCc2ccccc2Br)cc1OC | 3.6
COC(=O)N1CCc2c(sc(NC(=O)c3cccs3)c2-c2nc3ccccc3s2)C1 | -4.0
COc1ccc(S(=O)(=O)N2CCN=C2SCc2c(F)cccc2Cl)cc1 | -8.0
Cc1ccc(N2C(=O)C3N=NN(Cc4nc(-c5cccc(C(F)(F)F)c5)no4)C3C2=O)cc1Cl (stereo not given) | -20.0
O=C1c2ccccc2NC(c2ccco2)N1N=Cc1ccco1 (stereo not given) | -7.5
O=C(Cn1cnc2c(-c3ccc(Cl)cc3)csc2c1=O)NCc1ccc(F)cc1 | 9.0
O=C(CCc1ccccc1F)NCC1CCN(C(=O)COc2ccccc2)CC1 | -7.0
C(=NN1CCN(C2c3ccccc3-c3ccccc32)CC1)c1ccncc1 | -8.8
CC(=O)c1ccc2nc(N)sc2c1 | 34.9
Cc1ccc(S(=O)(=O)CCC(=O)Nc2sc3c(c2C(N)=O)CCC(C)C3)cc1 (stereo not given) | -2.0

Of the compounds above, 4 contain a furan ring, fused or not.
SMILES | SSB-PriA inh
Cc1csc(=NN=Cc2ccccc2)n1Cc1ccco1 | 53.1
O=C(OCc1cc(-c2ccc(F)cc2F)on1)c1ccco1 | -12.0
O=C(NCCN1CCN(c2ccccc2F)CC1)c1ccc(Br)o1 | -18.0
O=C1c2ccccc2NC(c2ccco2)N1N=Cc1ccco1 (stereo not given) | -7.5

The list goes on:
SMILES | SSB-PriA inh
CCn1c(C2CCN(C(=O)COc3ccccc3)CC2)nn(CCOC)c1=O | -18.0
CCC(C(=O)Nc1ccc(C(C)C)cc1)n1cccc(-c2nc(-c3cnccn3)no2)c1=O (stereo not given) | -5.0
CCc1nnc(-c2ccc(NC(=O)C3CC(=O)N(c4ccc(Cl)cc4)C3)cc2)o1 (stereo not given) | -5.0&4.0
Cc1noc(-c2ccn3c(=O)n(CC(=O)c4ccccc4F)nc3c2)n1 | -9.0
O=[N+]([O-])c1cccnc1Sc1ccncc1 | 33.6
C=CCc1ccc(OCCOc2cccc(C=Nn3cnnc3)c2)c(OC)c1 | 0.1
COC(=O)c1ccc2c(=O)n(CCCC(=O)NCc3ccc(OC)cc3)c(=S)[nH]c2c1 | -16.0
O=C(NCC(=O)N1CCOC(c2ccccc2)C1)C(=O)NC1CCCCC1 (stereo not given) | 2.0
Cn1nc(C(=O)NCCn2cnc3ccsc3c2=O)c2ccccc21 | -12.0
CC(C)COc1ccc(S(=O)(=O)NC[C@](C)(O)c2ccco2)cc1 | -9.0
O=C(Nc1nc(-c2nc3ccccc3s2)cs1)c1coc2ccccc2c1=O | -5.0
CC1CCN(c2nccnc2Oc2ccc(C(=O)N3CCN(C(=O)c4ccco4)CC3)cc2)CC1 | -14.0
CC(CCc1ccccc1)NC(=O)C(=O)NC1CCCC1 (stereo not given) | -6.0
O=C(NCCCc1ccccc1)c1cccc2[nH]ccc12 | 12.0
COc1ccc(N2CCN(C(=O)COc3cccc4c3OC(C)(C)C4)CC2)cc1 | 17.0
Cc1ccc(S(=O)(=O)N2CCc3ccc(NC(=O)c4ccccc4Cl)cc3C2)cc1 | 13.0
CN(C)c1ccnc(-n2cccc2C=NOCc2ccc(F)cc2Cl)c1C#N | -11.6
COc1cc(-c2nnc(NC(=O)c3ccccc3S(C)(=O)=O)o2)cc(OC)c1OC | -2.0
Cc1ccc(N2CCC[C@H](C(=O)Nc3cccc(C)c3C)C2)nn1 | -6.0
CCOc1ccc(NC(=O)CSc2nccn3nc(-c4ccccc4OC)cc23)cc1 | -1.0
O=C(NN=Cc1cccnc1)c1cc(-c2ccccc2Cl)nc2ccccc12 | -0.3
Clc1ccc2c(NN=Cc3ccccc3Br)ccnc2c1 | -1.5
NC(=NOC(=O)COc1ccc2ccccc2c1Br)c1ccccn1 | -10.6
Cc1cc(OC2CN(C(=O)C3CCN(S(C)(=O)=O)CC3)C2)cc(=O)o1 | -4.0
Brc1ccccc1C=NN1CCCCC1 | -9.6
COC(=O)c1sc(-c2ccccc2)cc1NC(=O)Nc1ccc([N+](=O)[O-])cc1 | -1.0
COc1ccccc1Cc1noc(C2CN(Cc3ccc(C(F)(F)F)cc3)C2)n1 | -53.0
O=C(c1ccc2nsnc2c1)N1CCC[C@H](Cc2nc(-c3ccsc3)no2)C1 | 0.0
COc1ccc(NC(=O)c2nn(-c3cccc(F)c3)c(OC)cc2=O)c(OC)c1 | -15.0
CCS(=O)(=O)c1ccc2c(c1)N(Cc1nc(-c3ccc(OC(F)(F)F)cc3)no1)C(=O)CO2 | -19.0&-13.0
CSc1ccccc1NC(=O)Cc1cc(=O)[nH]c(SCc2ccc(F)cc2)n1 | -17.0
O=C(CSc1nnc(NC(=O)c2c(F)cccc2Cl)s1)Nc1ccc(Br)cc1 | 5.0
CC1CCc2cc(F)ccc2N1C(=O)c1ccc(=O)n(Cc2cccc([N+](=O)[O-])c2)c1 (stereo not given) | -8.0
CCc1n[nH]c2c1C(=NO)CC(C)(C)C2 | -16.8
Cc1ccc2c(c1)sc(=NC(=O)c1ccnn1C)n2C | -7.0
O=C(NCC#CCN1CCOCC1)NCCCc1ccccc1 | 3.0
CCn1c2ccccc2c2cc(C=NNC(=O)c3cc(O)cc(O)c3)ccc21 | -4.7
Cc1ccc(S(=O)(=O)N(Cc2ccco2)CC(O)Cn2c3ccccc3c3ccccc32)cc1 (stereo not given) | 10.0
Cn1c(SCC(=O)Nc2ccc(F)cc2F)nnc1-c1cccn(C)c1=O | -6.0
O=C(CCn1c(=O)oc2ccccc21)Nc1ccc(OC(F)(F)F)cc1 | -12.0
CC[N+](C)(CC)CC(O)COCCC12CC3CC(CC(C3)C1)C2 (stereo not given) | -7.0
COc1ccc(Cl)cc1NC(=O)NC[C@H](OC)c1cccc(F)c1 | -11.0
Cc1ccc(CN2CCN(N=Cc3cc(Br)cc(Br)c3O)CC2)c(C)c1 | 0.7
CSCCC(NC(C)=O)C(=O)N1CCN(c2cc(C(F)(F)F)ncn2)CC1 (stereo not given) | -6.0
Cc1cc(NC(=O)c2ccc(=O)[nH]c2)ccc1F | -8.0
CC(C)(C)C(=O)Nc1cnoc1 | 4.0
CCCCOc1ccc(NC(=O)N2CCC(c3nnc(-c4ccsc4)o3)CC2)cc1 | -9.0
O=C(NCc1ccc(C(O)c2ccccc2)s1)C(=O)Nc1cccc(N2CCCC2=O)c1 (stereo not given) | -13.0
COc1cccc(NC(=O)CSc2nc(CC(=O)Nc3ccc(S(N)(=O)=O)cc3)cs2)c1 | 2.0
COc1ccc(S(=O)(=O)NCc2ccnc(-c3cccs3)c2)cc1C(N)=O | 14.0
COc1ccc2c(c1)c1nc(SCC(=O)Nc3ccccc3Br)n(C)c(=O)c1n2C | 6.0
Cc1cc(NC(=O)C(=O)NCc2cccs2)c2ccccc2n1 | -3.0
Cn1cc(CC(=O)NCC2CCCN2c2ccccc2)c2ccccc21 (stereo not given) | 39.0*
Cc1c(C(=O)N2CCC[C@H](Cc3nc(-c4cnccn4)no3)C2)cnn1-c1ccccc1 | -9.0
Nc1nc(-c2cccs2)c(Br)s1 | -3.0
O=C(C[C@@H]1Sc2ccccc2NC1=O)Nc1cccc(SC(F)(F)C(F)(F)C(F)(F)F)c1 | -8.0
COc1ccc(OC)c(Nc2nc(CC(=O)Nc3cccc(C)c3C)cs2)c1 | 24.0*
CC1CN(C(=NS(=O)(=O)c2ccccc2)c2ccccc2)CC(C)O1 (stereo not given) | -4.1
CCN(CC)S(=O)(=O)c1ccc(OC)c(C(=O)Nc2cccnc2)c1 | -6.0
CC(=O)Nc1sccc1-c1nc2ccccc2s1 | -30.0

Random excerpt: 7 compounds from above, in no set order.
SMILES | SSB-PriA inh
CCCCOc1ccc(NC(=O)N2CCC(c3nnc(-c4ccsc4)o3)CC2)cc1 | -9.0
COc1cccc(NC(=O)CSc2nc(CC(=O)Nc3ccc(S(N)(=O)=O)cc3)cs2)c1 | 2.0
Cn1cc(CC(=O)NCC2CCCN2c2ccccc2)c2ccccc21 (stereo not given) | 39.0*
O=C(NCc1ccc(C(O)c2ccccc2)s1)C(=O)Nc1cccc(N2CCCC2=O)c1 (stereo not given) | -13.0
O=C(C[C@@H]1Sc2ccccc2NC1=O)Nc1cccc(SC(F)(F)C(F)(F)C(F)(F)F)c1 | -8.0
Cc1cc(NC(=O)C(=O)NCc2cccs2)c2ccccc2n1 | -3.0
COc1ccc(OC)c(Nc2nc(CC(=O)Nc3cccc(C)c3C)cs2)c1 | 24.0*

More entries:
SMILES | SSB-PriA inh
O=C(NCC1(c2ccccc2)CCOCC1)c1ccc(OC(F)(F)F)cc1 | -10.0
Cc1c(C(=O)NCc2ccccn2)nnn1-c1ccccc1Cl | -11.0
O=C(Nc1ccc(Cl)cc1)N1CCCC(c2nnc(-c3ccc4c(c3)OCO4)o2)C1 (stereo not given) | 6.0
C=CCOc1ccc(C=NNC(=O)CN2CCCCC2)cc1OC | -5.5
CC(=O)Nc1ccc(SCC(=O)NCc2ccco2)nn1 | -2.0
Cc1ccc(/C=C/S(=O)(=O)NCCc2csc3nc(-c4cccs4)nn23)cc1 | -2.0
O=c1c2ccccc2nc(NN=Cc2c(O)ccc3ccccc23)n1O | 7.3

Screens (PubChem BioAssay)
